# MCL1-BIM inh: inhibitors of MCL1 binding to BIM-BH3, primary screen, biochemical, fluorescence polarization. 320,000 tested, 0.68% active. Induced myeloid leukemia cell differentiation protein Mcl-1 (Homo sapiens), Q07820. GST-MCL1 / FITC-Bim-BH3 fluorescence polarization. inhibition, % at 10.9 µM;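 active = inhibition above the mean inhibition of all tested compounds plus 3 SD, set per campaign, cut at about 40% in these data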;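 also: 0% = DMSO wells and 100% = unlabeled Bim-BH3 peptide control; higher means more loss of mP so more displacement of Bim peptide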
# GLD-1 TGE inh: GLD-1/TGE RNA complex disruptors, primary screen, biochemical, fluorescence polarization; 320,000 tested, 0.44% active; Female germline-specific tumor suppressor gld-1 (Caenorhabditis elegans), Q17339; purified GLD-1 + fluorescein TGE RNA; AID 2280, 2010; inhibition, % at 5.96 µM;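 active = percent inhibition above a per-plate cutoff, the plate mean of test compounds plus 3 SD, cut at about 30% in these data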;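 also: 0% = DMSO wells with GLD-1 and probe and 100% = wells lacking GLD-1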
# Target sequence (Q17339 whole entry, looked up): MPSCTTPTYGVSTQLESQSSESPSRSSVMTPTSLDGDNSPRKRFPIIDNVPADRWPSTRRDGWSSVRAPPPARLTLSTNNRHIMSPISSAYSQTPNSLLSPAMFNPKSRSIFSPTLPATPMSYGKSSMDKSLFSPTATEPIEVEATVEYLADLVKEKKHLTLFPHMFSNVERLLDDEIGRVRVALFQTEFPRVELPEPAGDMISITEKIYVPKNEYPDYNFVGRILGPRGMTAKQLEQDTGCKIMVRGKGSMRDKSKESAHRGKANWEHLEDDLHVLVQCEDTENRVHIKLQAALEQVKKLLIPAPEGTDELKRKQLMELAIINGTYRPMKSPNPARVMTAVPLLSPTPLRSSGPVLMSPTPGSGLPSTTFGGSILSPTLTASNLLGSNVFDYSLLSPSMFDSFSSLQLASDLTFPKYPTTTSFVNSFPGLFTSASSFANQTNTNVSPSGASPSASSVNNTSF
# Bcl-xL primary: inhibitors of human Bcl-xL, primary screen, biochemical, fluorescence polarization, HTS | GST-Bcl-xL / FITC-Bim BH3 peptide fluorescence polarization | 320,000 tested, 0.7% active | AID 2129, 2009 | inhibition, % at 10.9 µM;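 active = inhibition above the mean of all tested compounds plus 3 SD, cutoff set per campaign, cut at about 30% in these data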;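 also: 0% = DMSO wells and 100% = unlabeled Bim-BH3 peptide competitor; inhibitors lower millipolarization by displacing the labeled peptide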
# Target sequence (Q07817 whole entry, looked up): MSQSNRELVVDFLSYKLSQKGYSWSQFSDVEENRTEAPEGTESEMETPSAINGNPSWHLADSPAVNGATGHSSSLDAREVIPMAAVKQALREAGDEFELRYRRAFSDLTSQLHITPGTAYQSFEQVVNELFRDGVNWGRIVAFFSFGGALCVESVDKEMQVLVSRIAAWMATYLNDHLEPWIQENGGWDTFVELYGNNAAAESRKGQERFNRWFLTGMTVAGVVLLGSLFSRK
# Yeast superoxide: reduction of superoxide in aged yeast, primary screen, HTS | S. cerevisiae aged cells, superoxide DHE fluorescence; active compounds read low | superoxide response (% of plate mean), % at 10 µM | AID 2690, 2010 | 330,000 tested, 0.18% active;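 active = superoxide response under a set limit, about three screen SD below normal, cut at about 65% in these data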;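 also: yeast aged for seven days with compound at 30 °C before DHE staining; 100% = average MFI of all compound-treated wells on the plate with controls excluded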
# EBNA-1 inhibitor: EBNA-1 DNA-binding inhibitors, primary screen, biochemical, fluorescence polarization; inhibition, % at 14.8 µM; 300,000 tested, 0.34% active; in the data active = inhibition above about 28%
# ZTA DNA inh: counter-screen for EBNA-1 inhibitors: inhibitors of Epstein-Barr virus ZTA | P03206 | ZTA-DNA binding, fluorescence polarization | inhibition, % at 11 µM | 320,000 tested, 0.15% active | AID 2234; in the data active = inhibition above about 33%
# Target sequence (P03206 whole entry, looked up): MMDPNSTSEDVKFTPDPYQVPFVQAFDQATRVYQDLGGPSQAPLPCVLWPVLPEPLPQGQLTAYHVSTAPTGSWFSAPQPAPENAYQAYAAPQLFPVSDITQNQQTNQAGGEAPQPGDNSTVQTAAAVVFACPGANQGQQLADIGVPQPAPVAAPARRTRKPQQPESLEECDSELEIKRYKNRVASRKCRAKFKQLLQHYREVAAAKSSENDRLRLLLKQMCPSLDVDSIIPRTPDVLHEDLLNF
# Efflux pump inh: inhibitors of Candida efflux pumps in yeast, primary screen, S. cerevisiae, Nile Red, multiplex | inhibition, % at 10 µM | 330,000 tested, 0.44% active | S. cerevisiae Candida pump triplex;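 active = plate passing quality check with inhibition over a set limit, or well fluorescence over plate mean plus 4 SD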;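 also: Nile Red retained in pooled yeast measured as flow cytometry median fluorescence; 0% = buffer negative control and 100% = Enniatin B positive control; higher means more Nile Red kept so more efflux inhibition; some compounds called inactive have numbers as strong as hits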
# Fam108B counter: mouse Fam108B serine hydrolase inhibitors, primary screen, counter-screen for RBBP9 inhibitor project, biochemical, fluorescence polarization | recombinant Fam108B, FP-Rh probe fluorescence polarization | inhibition, % at 9.51 µM | 300,000 tested, 0.33% active;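 active = inhibition above the screen mean inhibition plus 3 SD, computed separately per campaign, cut at about 18% in these data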;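 also: inhibitors lower polarization as less probe binds the enzyme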
# MEX-5 binding: MEX-5 zinc finger RNA-binding disruptors – biochemical, C. elegans, fluorescence polarization, MLPCN library, primary screen | Zinc finger protein mex-5 (Caenorhabditis elegans), Q9XUB2 | MEX-5/FITC-TCR2 RNA binding; active compounds read low | activity score (negative = inhibition of binding), % at 10 µM | 300,000 tested, 0.38% active;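 active = inhibition past about -25% in most replicates, and total fluorescence under double the plate's negative control median, limit read from the data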;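 also: 0% = DMSO and -100% = 5 µM competing unlabeled TCR2 RNA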
# Numbers without * were called inactive; . = not tested or not shown; & = joins results of further samples.
SMILES,MCL1-BIM inh,GLD-1 TGE inh,Bcl-xL primary,Yeast superoxide,EBNA-1 inhibitor,ZTA DNA inh,Efflux pump inh,Fam108B counter,MEX-5 binding
COc1ccc(C2C3=C(CC(c4ccco4)CC3=O)Nc3ccccc3N2C(C)=O)cc1 (stereo not given),-8,1,1,90,-4,21,-0.1,-3,1.5
CCCN1CCC2(CC1)C(C#N)=C(N)Oc1c2sc2nc(C)cc(C)c12,70*,30,69*,104,-5,9,0.3,2,-1.5
Cc1cccnc1CN1CCN(Cc2nc(C(c3ccccc3)c3ccccc3)no2)CC1,2,4,1,91,-1,18,0.1,-6,5.4
C=C(C)CSc1nc2c(c(=O)[nH]c(=O)n2C)n1CCC(C)C,-5,8,3,105,-1,-3,0.0,1,-2.3
COc1ccc(/C=N/OCC(=O)OCC(=O)N(C)c2ccccc2)cc1,-11,9,-6,118,3,-1,0.0,-1,-1.4
CCOC(=O)NC(O)C(=O)c1ccc(F)cc1 (stereo not given),8,-2,5,88,-9,1,0.1,-3,-0.7
O=C(COC(=O)[C@H](Cc1ccccc1)NC(=O)c1cccs1)Nc1cc(F)ccc1F,-2,9,1,71,1,-9,1.2,2,0.6
O=C(CSc1ncccc1C(=O)O)NCCC1=CCCCC1,10,4,9,91,-3,9,-0.1,0,-1.0
Cc1nn(C)cc1S(=O)(=O)NC1CCCC1,8,0,6,105,-8,8,1.0,-2,-1.2
Cc1nn(-c2ccccc2)nc1CNC(=O)C(C)Cc1ccccc1 (stereo not given),10,-3,2,.,-7,8,.,2,-1.9
Cc1ccc(NC(=O)CN2C(=O)CSc3ccc(S(=O)(=O)N4CCCCC4)cc32)cc1,2,3,1,92,-11,1,0.1,2,-1.8
Fc1ccc(-c2nnc(CSc3nnc(-c4cccs4)o3)o2)cc1,-13,-3,-10,84,3,6,-0.1,0,-0.4
CCCCOc1ccc(C2(C)CC(=O)NC2=O)cc1 (stereo not given),5,6,5,98,-7,-17,0.0,-2,0.7
COc1ccc(C(=O)N/N=C(\C)CC(=O)Nc2ccc(N(C)C)cc2)c(OC)c1,-6,2,8,107,-10,-6,-0.2,3,1.1
CCN(CC)c1ccc(NC(=O)c2nc3nc(C)cc(C(F)F)n3n2)cc1,-6,-5,-3,95,15,8,-0.1,3,-0.8
COc1ccc(C(=O)CC(c2ccccc2)C2C(=O)CCCC2=O)cc1 (stereo not given),4,5,8,109,7,10,-0.2,-2,-3.1
C=CCn1cc(/C=N/N2C(=O)C3C4C=CC(C4)C3C2=O)c2ccccc21 (stereo not given),-8,-3,-1,110,1,-6,0.1,5,3.3
CC1=CC(C)(C)n2c(O)c(N=NC(N)=S)c3cc(C)cc1c32,0,4,3,111,2,7,-0.1,10,-1.3
CCc1noc(C)c1C(=O)Nc1nc2ccc(S(C)(=O)=O)cc2s1,-4,3,0,91,0,-1,-0.2,-2,-1.1
O=C1NC(=O)c2cc(NC(=O)C3CCCO3)ccc21 (stereo not given),3,0,5,99,1,2,-0.1,-2,2.8
N#Cc1cccc(NC(=O)CSc2nnc(C3CC3)n2C2CC2)c1,-14,-1,-2,98,.,5,0.0,.,.
CC(=O)Cc1nsc(NC(=O)c2ccc(-c3ccc(Cl)c(C(F)(F)F)c3)o2)n1,3,-3,1,97,-10,1,0.0,3,-3.9
N#C/C(=C\c1ccc(OCc2ccc(Cl)cc2)cc1)C(=O)Nc1cccc(C(=O)O)c1,8,7,6,106,-24,11,0.1,-19,-1.4
CC1=NN2C(=N)/C(=C\c3cc(C)n(-c4cccc(C)c4)c3C)C(=O)N=C2S1,-2,-4,-1,101,-1,7,-0.2,0,-9.5
CCCS(=O)(=O)N1CCCC(C(=O)N2CCN(C(=O)OCC)CC2)C1 (stereo not given),1,0,1,92,-4,4,0.0,2,2.3
# More compounds:
SMILES,MCL1-BIM inh,GLD-1 TGE inh,Bcl-xL primary,Yeast superoxide,EBNA-1 inhibitor,ZTA DNA inh,Efflux pump inh,Fam108B counter,MEX-5 binding
COc1cc(C)cc2oc(=O)c(CC(=O)N3CCN(C(=O)C4COc5ccccc5O4)CC3)c(C)c12 (stereo not given),0,-1,3,136,8,11,-0.5,-1,0.0
COc1c(C)cc(C(=O)C2CCCN(C(=O)c3snnc3C)C2)cc1C (stereo not given),6,5,3,95,-4,-9,-0.1,-1,1.4
Clc1ccccc1-c1nc(-c2ccncc2)no1,2&4,-3&-2,-2&2,91&101,-17&2,-2&3,0.2&0.1,-6&1,2.9&-2.2
O=C(COC(=O)c1ccccc1)Nc1ccccc1N1CCOCC1,-3,-6,2,92,-9,6,0.1,-5,-1.3
Cc1cc2cc(CCNC(=O)c3ccc(S(=O)(=O)N4CCOCC4)cc3)c(=O)[nH]c2cc1C,12,6,4,99,-15,-5,0.0,3,4.9
O=C(Nc1ccccc1Br)C1CC(=O)N(c2ccc3c4c(cccc24)CC3)C1 (stereo not given),-6,2,-2,119,3,24,0.1,3,0.0
O=C(CSc1nnc(NC(=O)c2cccc(F)c2)s1)NC1CC1,-2,1,1,101,-1,-10,0.0,1,-1.2
CC(C)C[C@H](N)c1nnc(S(=O)(=O)Cc2cccc(F)c2)o1,7,7,3,80,4,-7,1.6,-5,-0.6
Cc1cccc(NS(=O)(=O)c2cccc(C(=O)NCc3ccccc3CN3CCOCC3)c2)c1,2,-2,5,110,.,-4,0.9,.,.
OCC1(Cc2cccc(Cl)c2)CCCN(Cc2ccc3cc(F)ccc3n2)C1 (stereo not given),3,1,4,85,0,12,0.0,-4,-6.4
CSc1nc(N(C)CCO)c2sc3nc(-c4ccco4)c4c(c3c2n1)CCC4,75*,2,17,105,15,8,0.5,5,-2.9
CCc1nc2ccc(C(=O)Nc3nnc(C)s3)cc2nc1CC,1,11,7,102,8,0,-0.2,1,-3.7
Cc1cccc(NC(=O)CN2CCOCC2)c1C,13,-4,2,101,-2,-5,-0.1,0,0.0
Cc1nnc(SCC(=O)NC2CC2)s1,-6,-1,-5,109,7,-1,2.5,-5,-3.2
O=C(NN=C1CCCCC1)c1ccccc1OCc1ccc(F)cc1,2,4,-6,112,5,9,0.1,2,0.2
CCN(CC)C(=O)C1CCCN(c2ccc([N+](=O)[O-])cc2/C=N/NC(=O)c2ccc([N+](=O)[O-])cc2)C1 (stereo not given),-2,-3,0,98,2,9,0.1,6,-0.2
CCCCOc1ccc(C(=O)Nn2cnnc2)cc1,-4,8,1,90,-11,-26,0.0,1,-5.6
Cc1nn(Cc2ccccc2)c(Cl)c1/C=C/C(=O)OCC(=O)NC(C)C(C)C (stereo not given),5,-4,-1,94,-5,-18,-0.1,-1,-2.3
COC(=O)c1ccc(C(=O)OC)c(NC(=O)CSc2cccc[n+]2[O-])c1,1,-4,6,110,4,-7,0.0,-1,-0.6
Cc1ccc2nc(-c3ccc(SCC(=O)Nc4cc(C)on4)nc3)[nH]c2c1,-2,12,1,91,0,-4,-0.1,-6,4.9
CCOC(=O)/C(C)=N/NC(=O)c1cccc([N+](=O)[O-])c1,5,4,8,83,-6,-7,0.0,0,-0.5
O=C1CN(C(=O)CSc2nnc3ccccn23)c2ccccc2N1,-1,-1,-2,89,2,-7,-0.5,3,0.4
CN1CCC=C(C(=O)N2c3ccccc3Sc3ccc(Cl)cc32)C1,-7,1,-5,95,-4,-2,0.3,2,1.3
CCN(CC)S(=O)(=O)c1ccc(NC(=O)COC(=O)c2ccc(NC(=O)CC#N)cc2)cc1,-23,-5,-11,105,-6,-20,0.3,-5,3.5
Cn1c(SCC(=O)NNC(=O)c2ccccc2O)nnc1-c1ccccc1,26,4,5,109,3,4,-0.2,5,-15

# Quoted at random: 2 entries already listed.
SMILES,MCL1-BIM inh,GLD-1 TGE inh,Bcl-xL primary,Yeast superoxide,EBNA-1 inhibitor,ZTA DNA inh,Efflux pump inh,Fam108B counter,MEX-5 binding
Cc1cccc(NS(=O)(=O)c2cccc(C(=O)NCc3ccccc3CN3CCOCC3)c2)c1,2,-2,5,110,.,-4,0.9,.,.
O=C(COC(=O)c1ccccc1)Nc1ccccc1N1CCOCC1,-3,-6,2,92,-9,6,0.1,-5,-1.3

# (next part)
SMILES,MCL1-BIM inh,GLD-1 TGE inh,Bcl-xL primary,Yeast superoxide,EBNA-1 inhibitor,ZTA DNA inh,Efflux pump inh,Fam108B counter,MEX-5 binding
COc1cc(-c2cc(C(F)(F)F)n3ncc(C(=O)O)c3n2)cc(OC)c1OC,6,6,7,95,2,15,0.1,-1,-3.5
COC(=O)CN1C(=O)COc2ccc(S(=O)(=O)NCc3ccc(F)cc3)cc21,-9,-7,-5,95,-18,-5,0.3,-3,1.6
COCCNC(=S)N(CCc1c(C)[nH]c2ccc(Cl)cc12)Cc1cccs1,5,2,1,98,-7,-10,-0.2,9,-1.8
CCCC(=O)N=c1sc2cccc(F)c2n1C,-3,1,1,94,-3,3,-0.2,-1,-0.6
COc1ccc(-c2nnc3ccc(SCC(=O)Nc4nc5ccc(C)cc5s4)nn23)cc1OC,1,3,4,110,-6,6,0.3,-3,-4.4
COc1cc(OC)c(C(=O)CCC(=O)O)cc1OC,-23,-8,-11,96,-7,-11,0.7,-1,3.4
O=C(C1CCN(S(=O)(=O)c2cccc3nsnc23)CC1)N1CCCCC1,-8,2,-2,99,2,-3,0.2,1,0.6
CCc1ccc(S(=O)(=O)Nc2ccccn2)cc1,-2,13,3,96,1,5,0.0,2,-2.1
Nc1nonc1-c1noc(COc2ccccc2Cl)n1,5,2,2,86,4,1,0.0,2,-0.4
C(=C\c1ccccc1)/CNn1cnnc1,-1,-1,0,113,2,-2,0.3,3,-0.7

# Nothing new here: an excerpt of the list.
SMILES,MCL1-BIM inh,GLD-1 TGE inh,Bcl-xL primary,Yeast superoxide,EBNA-1 inhibitor,ZTA DNA inh,Efflux pump inh,Fam108B counter,MEX-5 binding
CCCC(=O)N=c1sc2cccc(F)c2n1C,-3,1,1,94,-3,3,-0.2,-1,-0.6
COc1ccc(-c2nnc3ccc(SCC(=O)Nc4nc5ccc(C)cc5s4)nn23)cc1OC,1,3,4,110,-6,6,0.3,-3,-4.4
COc1cc(OC)c(C(=O)CCC(=O)O)cc1OC,-23,-8,-11,96,-7,-11,0.7,-1,3.4
O=C(C1CCN(S(=O)(=O)c2cccc3nsnc23)CC1)N1CCCCC1,-8,2,-2,99,2,-3,0.2,1,0.6
CCc1ccc(S(=O)(=O)Nc2ccccn2)cc1,-2,13,3,96,1,5,0.0,2,-2.1
Nc1nonc1-c1noc(COc2ccccc2Cl)n1,5,2,2,86,4,1,0.0,2,-0.4
C(=C\c1ccccc1)/CNn1cnnc1,-1,-1,0,113,2,-2,0.3,3,-0.7

# Single records, as listed above:
# Profile of CCc1ccc(S(=O)(=O)Nc2ccccn2)cc1 : MCL1-BIM inh = -2; GLD-1 TGE inh = 13; Bcl-xL primary = 3; Yeast superoxide = 96; EBNA-1 inhibitor = 1; ZTA DNA inh = 5; Efflux pump inh = 0.0; Fam108B counter = 2; MEX-5 binding = -2.1
# Profile of C(=C\c1ccccc1)/CNn1cnnc1 : MCL1-BIM inh = -1; GLD-1 TGE inh = -1; Bcl-xL primary = 0; Yeast superoxide = 113; EBNA-1 inhibitor = 2; ZTA DNA inh = -2; Efflux pump inh = 0.3; Fam108B counter = 3; MEX-5 binding = -0.7

# High-throughput results (PubChem BioAssay)
